# Screening data as filed in PubChem BioAssay.
# RBX1-CUL1 inh = inhibitors of human ROC1-CUL1 ubiquitin ligase activity | in vitro K48 di-Ub FRET, acceptor:donor ratio, 45 min | inhibition, % at 10 µM | 0.6% of 140,000 active; in the data active means inhibition above about 25%
# Target sequence (P62877 whole entry, looked up): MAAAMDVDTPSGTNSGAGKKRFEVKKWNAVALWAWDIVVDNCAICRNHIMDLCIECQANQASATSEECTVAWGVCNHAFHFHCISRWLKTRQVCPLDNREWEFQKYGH
# Target sequence (Q13616 whole entry, looked up): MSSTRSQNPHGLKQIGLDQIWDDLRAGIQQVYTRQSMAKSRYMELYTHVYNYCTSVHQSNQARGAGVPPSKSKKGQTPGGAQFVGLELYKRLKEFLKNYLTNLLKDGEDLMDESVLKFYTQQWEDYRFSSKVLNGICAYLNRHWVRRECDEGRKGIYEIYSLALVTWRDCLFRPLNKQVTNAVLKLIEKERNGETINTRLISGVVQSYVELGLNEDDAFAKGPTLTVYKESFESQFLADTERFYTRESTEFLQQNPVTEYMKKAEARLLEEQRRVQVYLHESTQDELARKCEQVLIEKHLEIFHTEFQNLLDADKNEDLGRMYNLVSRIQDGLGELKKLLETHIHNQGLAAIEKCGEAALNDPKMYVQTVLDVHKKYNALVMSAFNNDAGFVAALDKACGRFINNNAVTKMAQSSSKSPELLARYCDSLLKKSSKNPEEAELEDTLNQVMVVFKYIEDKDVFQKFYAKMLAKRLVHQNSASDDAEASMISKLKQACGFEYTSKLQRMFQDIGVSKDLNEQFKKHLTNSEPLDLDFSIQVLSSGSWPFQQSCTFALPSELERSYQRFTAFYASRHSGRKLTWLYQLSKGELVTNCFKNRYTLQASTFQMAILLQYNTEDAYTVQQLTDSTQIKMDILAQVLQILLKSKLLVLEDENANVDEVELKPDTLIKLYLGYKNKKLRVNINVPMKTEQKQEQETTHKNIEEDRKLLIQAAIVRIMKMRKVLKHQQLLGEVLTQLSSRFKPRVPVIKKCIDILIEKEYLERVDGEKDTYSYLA
# An asterisk follows results filed as active.
Compound	RBX1-CUL1 inh
CCN(CC)c1ccc(/C=N/NC(=O)C(CSCc2ccccc2)NC(=O)c2cc([N+](=O)[O-])cc([N+](=O)[O-])c2)cc1 (stereo not given)	15
Cc1occc1C(=O)N1CCC(Oc2cccc(C(=O)NCc3ccccn3)c2)CC1	4
CSc1nc2[nH]ncc2c(=O)n1-c1ccccc1	4
Cc1ccc(C(=O)Nc2nnc(Cc3cccs3)s2)cc1	2
COC(=O)c1cc(NC(=O)CCc2ccccc2)cc(C(=O)OC)c1	-8
O=c1c2c3c(sc2nc(SCc2ccc([N+](=O)[O-])cc2)n1-c1ccccc1)CCCC3	-5
O=C(NC1(C(F)(F)F)C(=O)N=C2C1C(=O)NC(=O)N2c1ccccc1)c1ccncc1 (stereo not given)	-1
N#CC1C(=N)Oc2n[nH]c(-c3ccc(C4CCCCC4)cc3)c2C1c1ccc(Cl)c(Cl)c1 (stereo not given)	-3
Cc1[nH]c2ccc(F)cc2c(=O)c1CN(C)C1CCN(C)CC1	-10
O=C(c1ccc2oc(-c3cccc(F)c3)nc2c1)N1C[C@@H]2CCC[C@H]1C2	-1
O=C1c2ccccc2-c2onc3c(Br)cc(NC4CCCCC4)c1c23	3
COc1cccc(N2CCN(C(=O)Cn3cc(NC(=O)Cc4ccccc4OC)cn3)CC2=O)c1	-6
CCOC(=O)c1ccc(-n2c(C)cc(CC3=NC(=O)N(c4ccccc4)C3=O)c2C)cc1	3
CCOc1ccc2nc(SCC(=O)Nc3ccc4nc(SCC(=O)N5CCOCC5)sc4c3)sc2c1	8
COc1ccc(CNc2ccc(NC(=O)C(C)C)c(OC)c2)cc1	1
O=C(Oc1ccc(OC(=O)c2ccccc2)c2c1C(=O)c1c(Cl)ccc(Cl)c1C2=O)c1ccccc1	-5
CCCn1ncc(CN2CCOC(CCc3ccccc3)C2)c1C (stereo not given)	9
C/C(=C\c1ccco1)CN1CCc2[nH]nc(-c3ccccc3)c2C1	-4
Cc1ccc2cccc(-c3cccc4ccc(C)cc34)c2c1	-8
Clc1ccc(-c2oncc2-c2nnnn2-c2ccccc2)cc1Cl	-7
Cc1ccc(C(=O)C2C(=O)C(=O)N(c3ccc(O)cc3)C2c2ccc(Br)cc2)cc1 (stereo not given)	-8
COc1cc(NC(=O)c2cccc3c2C(=O)N(C2CCCCC2)C3)cc(OC)c1	-13
Cc1c(Cl)cccc1NC(=O)C(=O)NCCc1csc(-c2ccc(C(F)(F)F)cc2)n1	2
Cc1c(Cl)cccc1NC(=O)c1ccc(OCC(=O)NCc2ccccc2)cc1	4
Cc1ccc(C)c(NC(=O)CN2CCSc3ccc(S(=O)(=O)N4CCCC4)cc32)c1	-5
Cc1ccc(NC(=O)c2ccc(CSc3nnc(N)s3)cc2)c(C)c1	5
N#CC1C(=N)Oc2n[nH]c(-c3ccccc3)c2C1c1cccc(OCc2cccc3ccccc23)c1 (stereo not given)	15
O=C(Cn1cc(SCc2ccccc2Cl)c2ccccc21)N1CCCCCC1	4
COc1ccc(NC(=S)NCc2ccc3c(c2)OCO3)cc1	-2
COc1ccc2c(c1)-c1c(ssc1=Nc1cccc(Cl)c1)C(C)(C)N2	-1
O=C(CSc1nc2ccccc2o1)N/N=C/c1ccccc1Cl	-7
Cc1cc(N=Cc2nc(-c3ccco3)oc2O)no1	1
CCOC(=O)C1CCCN(c2cc(C)nc3c(-c4ccccc4OC)c(C)nn23)C1 (stereo not given)	0
CN(C)C(=O)c1ccc(N2CCC(NCCc3ccccc3C(F)(F)F)CC2)cc1	3
Cc1ccc(/C=N/n2cnc3sc(C)c(-c4ccccc4)c3c2=O)o1	-4
O=C1CC(NC2CCOCC2)CN1CCCc1ccccc1 (stereo not given)	-3
CC(=O)NC(=S)Nc1ccc(C)c(Cl)c1	6
CCn1c(CNc2ccc(C)c(Cl)c2)nnc1SCC#N	-2
Cc1ccc(C)c(NC(=O)CCNS(=O)(=O)c2ccc3c(c2)CCCC(=O)N3)c1	-3
CCCCCC(=O)Oc1cc(C)ccc1C(C)C	5
OC[C@@H]1CCCN1Cc1nc(-c2cccs2)no1	-2
CC1=NC2=C(C(=O)CC(C)(C)C2)C(c2ccc3c(c2)OCO3)C1C(=O)Nc1cccc(C)n1 (stereo not given)	5
COc1ccc(CCNC(=O)CSCc2nc(-c3ccc(OC)c(OC)c3)oc2C)cc1OC	-1
Cc1ccc(N=Nc2ccc(=O)c3n[nH]c(C)c3c2)cc1	0
Cc1cccc(CN2CCC(C(=O)NC34CC5CC(CC(C5)C3)C4)CC2)c1	-3

# 6 entries picked at random from the list so far:
Compound	RBX1-CUL1 inh
CC1=NC2=C(C(=O)CC(C)(C)C2)C(c2ccc3c(c2)OCO3)C1C(=O)Nc1cccc(C)n1 (stereo not given)	5
CC(=O)NC(=S)Nc1ccc(C)c(Cl)c1	6
Cc1cccc(CN2CCC(C(=O)NC34CC5CC(CC(C5)C3)C4)CC2)c1	-3
CN(C)C(=O)c1ccc(N2CCC(NCCc3ccccc3C(F)(F)F)CC2)cc1	3
COc1ccc(CCNC(=O)CSCc2nc(-c3ccc(OC)c(OC)c3)oc2C)cc1OC	-1
CCn1c(CNc2ccc(C)c(Cl)c2)nnc1SCC#N	-2

# Among those listed so far, these have a CF3 group.
Compound	RBX1-CUL1 inh
O=C(NC1(C(F)(F)F)C(=O)N=C2C1C(=O)NC(=O)N2c1ccccc1)c1ccncc1 (stereo not given)	-1
Cc1c(Cl)cccc1NC(=O)C(=O)NCCc1csc(-c2ccc(C(F)(F)F)cc2)n1	2
CN(C)C(=O)c1ccc(N2CCC(NCCc3ccccc3C(F)(F)F)CC2)cc1	3

# (continued)
Compound	RBX1-CUL1 inh
COc1ccc(/C=N/NC(=O)Cc2csc(Nc3cccc(C(F)(F)F)c3)n2)c(OC)c1	-15
CN(C)S(=O)(=O)N1CCC(C(=O)Nc2cc(Cl)cc(Cl)c2)CC1	9
O=[N+]([O-])c1cccc(S(=O)(=O)N2CCN(Cc3ccccc3)CC2)c1	4
CCCc1nc2ccccc2n1CC(O)COc1ccc(C(=O)OC)cc1 (stereo not given)	-9
O=C(Nc1ccccc1Cl)C1CCN(c2nc3ccccc3nc2C(F)(F)F)CC1	-6
CCOC(=O)Cn1c(=O)n(CC2CCCO2)c2nc(-c3ccc(CC)cc3)nc(C(N)=O)c21 (stereo not given)	4
CSc1ncccc1C(=O)N1CCCC(CNC(=O)c2ccco2)C1 (stereo not given)	11
Cc1nc(N)nc(-c2ccccc2O)n1	-3
Fc1c(F)c(F)c(CSc2ncn[nH]2)c(F)c1F	2
COc1cccc2c(C)cc(SC(C)C(=O)N3CCCC3)nc12 (stereo not given)	4
O=C(Nc1cccc(-n2cccn2)c1)C1CCCN1CCCn1cccn1 (stereo not given)	-3
CCNC(=O)NNC(=O)Cc1nc2ccccc2s1	8
Cc1ccc(C)c(C(=O)COC(=O)c2ccccc2I)c1	-6
COC(=O)C(NC(C)=O)(Nc1nc2ccc(S(C)(=O)=O)cc2s1)C(F)(F)F (stereo not given)	6
Cc1ccc(N=CC2CCCCC2=O)c(C)c1 (stereo not given)	-13
O=C1CCCN1CCCC(=O)N1CCCC(CCc2ccccc2F)C1 (stereo not given)	-2
COC(=O)Nc1ccccc1C(=O)N1CCCCC1	-2
CCNS(=O)(=O)c1cc(C(C)C)c(C)cc1OCC	16
CN(C)c1ccc(CNC(=O)Cn2c(-c3cccs3)cc3cc(Cl)ccc32)cc1	-6
CSc1ccc(CNn2nnnc2N)cc1	6
CCCNC(=O)C1CCN(C(=O)N2CC(C)Oc3ccccc32)CC1 (stereo not given)	-4
C=CCNC(=O)c1nc2ccccc2s1	-1
Cc1cc(N2CCCC2=O)cc(C)c1S(=O)(=O)NCCOc1ccccc1	-4
COc1ccc(C)cc1NC(=O)CN(C)S(=O)(=O)c1ccc2c(c1)c(=O)n(C)c(=O)n2C	-13
CN(C)Cc1ccccc1Sc1ccc(O)cc1	-12
N#Cc1cc([N+](=O)[O-])cnc1Nc1ccccc1	-9
CCCOc1cccc(C(=O)Nc2cccc3cccnc23)c1	2
O=C(CSc1nnc2n1CCCN2C(=O)c1ccc(Cl)cc1)c1ccccc1	4
O=C(CSCc1cnn(-c2ccccc2)c1-n1cccc1)NCc1cccc(Cl)c1	1
O=C(Nc1cccc(NC(=O)c2ccco2)n1)c1ccco1	-3
CCN1CCCC1CNC(=O)CCC1CCN(C(=O)CCSC)CC1 (stereo not given)	13
CCOc1ccc(-c2cc(C(=O)Oc3ccc(C#N)cc3)no2)cc1	-4
CCn1c(CNC(=O)c2ccc(C)cc2)nnc1SCC(=O)Nc1c(C)cccc1C	4
CC(=O)c1ccc(C(=O)N2CCOc3ccc(C(C)(O)CN(C)C)cc3C2)cc1 (stereo not given)	-6
C=C1c2ccc(C)cc2NC(=O)N1c1ccccc1	-2
O=C1CC(c2ccccc2)C2=C(CC(c3cccs3)CC2=O)N1 (stereo not given)	6
COC(=O)c1ccccc1NC(=O)c1nc(S(=O)(=O)Cc2cccc(C)c2)ncc1Cl	15
Cn1c(SCC(=O)N2CCCC2)nnc1-c1ccc(NC(=O)COc2ccccc2)cc1	0
COC(=O)CN(CC(=O)OC)c1ccc(C)cc1OCCOc1ccc(OCc2ccccc2)cc1N(CC(=O)OC)CC(=O)OC	3
CC(C)c1ccc(NC(=O)Nc2csc3c2CCCC3)cc1	-2
CCOc1ccc(CNC23CC4CC(CC(C4)C2)C3)cc1	5
Cc1ccc(NC(=O)C2CCN(C(=O)c3ccccc3F)CC2)cc1C	12
CCOc1cc(CNCc2ccccc2)c(Cl)cc1OC	4
O=C1c2[nH]nc(-c3ccccc3O)c2C(c2cccc(Cl)c2)N1Cc1cccnc1 (stereo not given)	-3
CCc1ccccc1NC(=O)c1ccccc1F	-9
COc1ccc(Cl)cc1NC(=O)Cn1c(=O)n(CCC(=O)NCc2ccc3c(c2)OCO3)c(=O)c2ccccc21	-2
CCCC(=O)N1c2cc(OC)ccc2C2=C(SC(C(=O)OC)=C(C(=O)OC)C23SC(C(=O)OC)=C(C(=O)OC)S3)C1(C)C	3
CSc1ccc2c(c1)C(OC(C)=O)Cc1ccccc1S2 (stereo not given)	4
NC(=O)COc1ccc(-c2noc(COc3ccc(Cl)cc3)n2)cc1	4
CSc1nnc(NC(=O)CC(C)C)s1	2
Cc1cccc(-c2nc(Cn3c(SCc4cccc(C(F)(F)F)c4)nc4ccncc43)c(C)o2)c1	-1
O=C1CCCC2=C1C(C#Cc1ccccc1)C1=C(CCCC1=O)O2	-5
Oc1ccc(Sc2cccc(C(F)(F)F)c2)nc1	14
Clc1ccc(SCCCNC2CCCC2)cc1	1
COc1cc(NC(=O)c2nnn(CC(=O)Nc3cc(C)ccc3C)c2N)cc(OC)c1	-1
COc1ccc(OC)c(NC(=O)C(=O)N2CCN(c3ccccc3)CC2)c1	2
O=C(Nc1ccc(Br)cc1)c1cc2nc(-c3ccccc3)cc(-c3ccccc3)n2n1	6
CCCCOc1ccc(NC(=O)c2sc3nc4c(c(-c5ccc(C)o5)c3c2N)CCCC4)cc1	-1
CSCCCNC(=O)C1CCCN(c2nc(C)c3ccc(S(C)(=O)=O)cc3n2)C1 (stereo not given)	-3
O=C(NCC(c1ccc2c(c1)OCO2)N1CCN(c2ccccc2)CC1)c1ccccc1F (stereo not given)	6

# More structures follow.
Compound	RBX1-CUL1 inh
CCc1ccccc1N=C1S/C(=C\c2ccc(O)c(OC)c2)C(=O)N1c1ccccc1CC	0
CCCCCn1c(=N)c(S(=O)(=O)c2ccccc2)cc2c(=O)n3ccccc3nc21	8
O=C(Nc1ccc2c(c1)OCCO2)c1sc2ccccc2c1Cl	-4
O=C(CC(=O)NCc1cccnc1)NCc1cccnc1	-1
Cc1nn(C)c2c1c(C(F)(F)F)cc(=O)n2C(C)C(=O)NCCC(C)C (stereo not given)	-1
COCc1noc(-c2ccc(N3CCOCC3)nc2)n1	0
CCOC(=O)c1ccc(NC(=O)c2cc3c(=O)n(C)c4ccccc4c3n2C)cc1	-8
CCC1CN(CCC(=O)N2CCN(c3cccc(C(F)(F)F)c3)CC2)Cc2cc(OC)ccc2O1 (stereo not given)	2
Cc1ccccc1C(=O)Nc1sc2c(c1C(=O)N1CCCCC1)CCC(C)C2 (stereo not given)	0
CC(C)N1CCN(C(=O)c2coc(COc3ccccc3)n2)CC1	-7
COC(=O)C1(C(=O)OC)CN=NC1(C(=O)OC)C(=O)OC	-2
COc1ccccc1CNC(=O)CCc1ccc(S(=O)(=O)Nc2ccc(C)cc2)cc1	-1
COc1cccc(N2CCN(Cc3nc(N)nc(Nc4ccc(C)c(Cl)c4)n3)CC2)c1	10
COc1cc(NS(=O)(=O)c2ccc(NC(=O)CSc3nc4sc(C)c(C)c4c(=O)[nH]3)cc2)nc(OC)n1	1
Cc1nnc(N2CCN(c3ccccc3F)CC2)c2c1nnn2Cc1ccccc1	5

# In the list so far, 3 contain bromine.
Compound	RBX1-CUL1 inh
O=C1c2ccccc2-c2onc3c(Br)cc(NC4CCCCC4)c1c23	3
Cc1ccc(C(=O)C2C(=O)C(=O)N(c3ccc(O)cc3)C2c2ccc(Br)cc2)cc1 (stereo not given)	-8
O=C(Nc1ccc(Br)cc1)c1cc2nc(-c3ccccc3)cc(-c3ccccc3)n2n1	6

# The list goes on:
Compound	RBX1-CUL1 inh
CCCc1cc(CN(C)C(=O)CC2(c3cccc(C(F)(F)F)c3)CC(=O)N(CC)C2=O)[nH]n1 (stereo not given)	1
CCCNC(=O)c1ccc(NS(C)(=O)=O)c(C)c1	0
Cc1cc(C)c(NS(=O)(=O)c2cc(-c3onc(C)c3C)ccc2C)c(C)c1	8
CCc1cccc(-n2c(=O)c3cccnc3n2CC(=O)Nc2ccccc2C(=O)OC)c1	-9
c1ccc(CN2CCN(c3nc4nonc4nc3N3CCCC3)CC2)nc1	-14

# This is a subset, so the mix of outcomes need not match the whole.
